# Screening data as filed in PubChem BioAssay.
# STK33 inh: blocks human STK33 kinase activity; purified STK33, MBP phosphorylation, ADP-Glo luminescence; inhibition, % at 10 µM; 320,000 compounds, 0.073% hits;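 active means inhibition at or above 25%, using the most active replicate where run in duplicate; inactive means inhibition below 25%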
# Target sequence (Q9BYT3 whole entry, looked up): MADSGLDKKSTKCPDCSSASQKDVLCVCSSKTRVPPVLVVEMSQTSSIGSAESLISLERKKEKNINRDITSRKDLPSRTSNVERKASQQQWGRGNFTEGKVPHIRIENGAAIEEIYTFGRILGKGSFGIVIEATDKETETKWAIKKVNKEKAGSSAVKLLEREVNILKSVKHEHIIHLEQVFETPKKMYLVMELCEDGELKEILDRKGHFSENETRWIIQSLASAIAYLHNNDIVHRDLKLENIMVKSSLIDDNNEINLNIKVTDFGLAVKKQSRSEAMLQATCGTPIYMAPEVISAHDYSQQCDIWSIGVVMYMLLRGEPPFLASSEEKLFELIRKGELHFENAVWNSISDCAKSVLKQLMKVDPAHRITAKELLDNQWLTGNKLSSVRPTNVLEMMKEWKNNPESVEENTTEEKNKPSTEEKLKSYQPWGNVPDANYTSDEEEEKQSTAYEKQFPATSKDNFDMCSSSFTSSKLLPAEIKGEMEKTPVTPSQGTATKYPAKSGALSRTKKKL
# CHT allo act: human CHT allosteric activation | Q9GZV3 | CHT-expressing cells, membrane potential dye, choline EC20; stronger effect = higher value; LV-AA mutant CHT in HEK293 cells | B-score at 10 µM | 310,000 compounds, 0.49% hits | AID 488977;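 active means initial fluorescence not abnormally high and integrated response B-score, plate-corrected, over 3 SD above library mean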
# Target sequence (Q9GZV3 whole entry, looked up): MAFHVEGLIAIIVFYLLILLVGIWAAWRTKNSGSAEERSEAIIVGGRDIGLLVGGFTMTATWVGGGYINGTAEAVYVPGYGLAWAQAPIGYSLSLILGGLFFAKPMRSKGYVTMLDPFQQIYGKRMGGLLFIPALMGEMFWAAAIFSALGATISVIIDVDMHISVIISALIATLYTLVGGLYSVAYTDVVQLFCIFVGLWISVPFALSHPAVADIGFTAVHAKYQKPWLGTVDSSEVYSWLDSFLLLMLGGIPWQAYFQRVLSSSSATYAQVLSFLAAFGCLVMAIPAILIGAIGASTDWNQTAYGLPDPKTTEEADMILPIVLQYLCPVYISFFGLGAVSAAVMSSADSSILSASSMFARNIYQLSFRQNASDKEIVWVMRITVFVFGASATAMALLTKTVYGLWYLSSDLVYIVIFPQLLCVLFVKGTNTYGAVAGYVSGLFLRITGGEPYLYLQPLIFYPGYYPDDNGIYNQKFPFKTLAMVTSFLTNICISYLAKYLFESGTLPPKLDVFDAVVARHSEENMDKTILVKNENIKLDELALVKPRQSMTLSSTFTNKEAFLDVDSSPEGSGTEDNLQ
# CHT inh: human CHT choline transport inhibition; CHT-expressing cells, membrane potential dye, choline response; stronger effect = lower value; B-score at 10 µM; 310,000 compounds, 0.86% hits; AID 488975;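 active means B-score over 3 SD under the library average, and starting fluorescence ratio not unusually high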;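 further: choline stimulus applied at its EC90 after an EC20 pre-addition; B-score computed on integrated fluorescence ratio after choline addition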
# Active calls of the source: *; i = inactive; nt = no result given.
smiles	STK33 inh	CHT allo act	CHT inh
OCCc1ccccc1	4.3	i	i
CC(=O)NCCNc1nc2c(-c3cccc(C(F)(F)F)c3)nnn2c2ccccc12	-2.7	i	i
CC1CCC(C(C)C)C(OCC(O)CNC(C)c2ccccc2)C1 (stereo not given)	0.0	i	i
COc1ccccc1CNC(=O)COC(=O)CSc1ccc(Cl)cc1	-0.1	i	i
CC(C)(C)n1ncc(Oc2ccccc2[N+](=O)[O-])c(Cl)c1=O	1.6	i	i
O=C(CN(C(=O)CNC(=O)c1ccco1)c1ccc2c(c1)OCO2)NC1CCCCC1	-1.0	i	i
COc1ccc(C(=O)NCc2cccnc2)cc1Br	-0.9	i	i
CCC(O)c1cc2c(cc1NC(=O)c1ccc(C)cc1)OCCO2 (stereo not given)	-1.5	i	i
COc1ccc(S(=O)(=O)Nc2ccc(S(=O)(=O)Nc3ccc(F)cc3)cc2)cc1C	-1.8	i	i
O=C(Cc1cccs1)Nc1ccc(S(=O)(=O)Nc2ncccn2)cc1	-0.4	i	i
COC(=O)c1ccc2nc(C3CCCCC3)c3c(c2c1)CCC3	-0.2	i	i
COc1ccc(/C=C/C(=O)N2c3ccccc3Sc3ccc(C(F)(F)F)cc32)cc1	-0.1	i	i
CCN(CC)c1ncnc2sc3c(c12)CCC3	3.2	i	i
O=C(Oc1coc(CSc2nnc(NC(=O)C3CC3)s2)cc1=O)c1c(F)cccc1F	-1.8	i	i
Nc1cccn2c(-c3ccc(Cl)c(Cl)c3)cnc12	0.9	i	i
O=C(Nc1nccs1)C(NS(=O)(=O)c1ccc(Br)s1)c1ccccc1 (stereo not given)	-0.6	i	i
O=C(Cc1ccc(-n2c(=O)[nH]c3ccsc3c2=O)cc1)N1CCN(c2ccc(Cl)cc2)CC1	8.2	i	i
COc1ccc(Cl)cc1C(=O)N/N=C/c1ccc(N2CCOCC2)cc1	-1.0	i	i
Cc1cc(NS(=O)(=O)c2ccc(NC(=S)NC(=O)c3ccc(C(C)(C)C)cc3)cc2)no1	0.3	i	i
COc1ccc(C(CC(=O)O)NC(=O)C(c2ccccc2)c2ccccc2)cc1 (stereo not given)	-1.1	i	i
COc1cc2cc(CN(Cc3cccnc3)C(=O)Nc3ccccc3F)c(=O)[nH]c2cc1OC	-2.7	i	i
CCOCC(=O)Nc1ccc(OCc2ccccc2)cc1	1.3	i	i
C=CCn1c(Cc2cccs2)nnc1SCC(=O)Nc1ccc(OC)cc1	1.9	i	i
CCOC(=O)c1cnc2ccc(Br)cc2c1NCCCN1CCOCC1	7.0	i	i
CCOc1ccc(S(=O)(=O)N(C)c2ccc(OCC(=O)NCCc3ccc(OC)cc3)cc2)cc1	-2.4	i	i
COc1ccc(S(=O)(=O)N2CCC(CN3C(=O)c4cccc5cccc(c45)C3=O)CC2)cc1	0.5	i	i
CCn1c(SCC(=O)NC2CC2)nnc1-c1ccccn1	-0.2	i	i
Cc1ccc(N2CC(C(=O)NCCCn3ccnc3)CC2=O)cc1 (stereo not given)	-0.3	i	i
Cc1ccc(-c2csc(/C(C#N)=C/Nc3ccccc3SC(F)(F)F)n2)cc1	-0.1	i	i
CCCn1c(SCC(=O)NC2CCCC2)nnc1-c1cccnc1	0.0	i	i

# Already shown: entries from further up.
smiles	STK33 inh	CHT allo act	CHT inh
OCCc1ccccc1	4.3	i	i
CC(=O)NCCNc1nc2c(-c3cccc(C(F)(F)F)c3)nnn2c2ccccc12	-2.7	i	i
CC1CCC(C(C)C)C(OCC(O)CNC(C)c2ccccc2)C1 (stereo not given)	0.0	i	i
COc1ccccc1CNC(=O)COC(=O)CSc1ccc(Cl)cc1	-0.1	i	i
CC(C)(C)n1ncc(Oc2ccccc2[N+](=O)[O-])c(Cl)c1=O	1.6	i	i
O=C(CN(C(=O)CNC(=O)c1ccco1)c1ccc2c(c1)OCO2)NC1CCCCC1	-1.0	i	i
COc1ccc(C(=O)NCc2cccnc2)cc1Br	-0.9	i	i
CCC(O)c1cc2c(cc1NC(=O)c1ccc(C)cc1)OCCO2 (stereo not given)	-1.5	i	i
COc1ccc(S(=O)(=O)Nc2ccc(S(=O)(=O)Nc3ccc(F)cc3)cc2)cc1C	-1.8	i	i
O=C(Cc1cccs1)Nc1ccc(S(=O)(=O)Nc2ncccn2)cc1	-0.4	i	i
COC(=O)c1ccc2nc(C3CCCCC3)c3c(c2c1)CCC3	-0.2	i	i
COc1ccc(/C=C/C(=O)N2c3ccccc3Sc3ccc(C(F)(F)F)cc32)cc1	-0.1	i	i
CCN(CC)c1ncnc2sc3c(c12)CCC3	3.2	i	i

# More entries follow:
smiles	STK33 inh	CHT allo act	CHT inh
O=[N+]([O-])c1ccc(N2CCN(CC3CCCCC3)CC2)cc1	-4.8	i	i
CN1C(=O)Cc2cc(S(=O)(=O)Nc3ccc(N4CCOCC4)cc3)ccc21	0.0	i	i
CCn1c(=O)c2sccc2n(CC(=O)NC2CCCC2)c1=O	2.3	i	i
Cc1cccc2cc(C3CC(c4cccs4)=NN3S(C)(=O)=O)c(Cl)nc12 (stereo not given)	0.7	i	i
CC(C)CN(C(=O)COC(=O)c1ccc([N+](=O)[O-])o1)C1CCS(=O)(=O)C1 (stereo not given)	-1.3	i	i
CC(C)C[C@@H](CO)N1CCN(Cc2ccc(O)cc2)CCC1=O	-0.8	i	i
Cc1ccccc1CSCC(=O)NCc1ccco1	-0.7	i	i
COc1ccc(C(=O)CC(=O)C(=O)Nc2cc([N+](=O)[O-])ccc2OC)cc1	-0.1	i	i
CN(C)C(=O)CS(=O)(=O)c1ccc(Cl)cc1	-0.4	i	i
CCN1CCCC1CNC(=O)c1[nH]c2ccc(OC)cc2c1C (stereo not given)	2.3	i	i
Cc1ccc(SCC(=O)O/N=C(\N)c2cccnc2)cc1	0.8	i	i
CC(C(=O)Nc1ccc(F)c(F)c1F)N1CCCCCC1 (stereo not given)	-1.1	i	i
O=C(N/N=C(\Cc1ncc[nH]1)c1ccccc1)c1ccncc1	0.3	i	i
CN(C)c1ccc(Sc2nnc(NC(=O)Nc3ccc(Cl)cc3Cl)s2)cc1	-1.2	i	i
COc1ccc(-c2nc(CNS(=O)(=O)c3cc(OC)ccc3OC)cs2)cc1	0.0	i	i
CCCN(CC(=O)Nc1ccccc1C)C(=O)CCN1C(=O)c2cccc([N+](=O)[O-])c2C1=O	-0.5	i	i
Cc1sc2ncnc(N3CCC(C(=O)Nc4nc(-c5ccc(F)cc5)cs4)CC3)c2c1C	nt	i	i
CC12c3ccccc3C(c3ccccc31)C1C(=O)N(c3cccnc3)C(=O)C12 (stereo not given)	-0.4	i	i
O=C(CN1C(=O)C(=O)N(C2CCCC2)C1=O)Nc1ccc(N2CCOCC2)cc1	0.0	i	i
COc1ccc(CCC(=O)N2CCc3ccccc32)cc1	-2.0	i	i
COc1ccc([N+](=O)[O-])cc1N(CC(=O)N1CCCC1)S(C)(=O)=O	-0.7	i	i
Cc1ccc(C)c(OCCCCN2CCCCC2)c1	-0.6	i	i
O=C(O)CSc1cccc2cccc(C(=O)O)c12	7.0	i	i
O=C(CNC(=O)c1ccccc1)N/N=C/c1ccccc1Cl	-1.6	i	i
CC1(C)Cc2c(C#N)c(N3CCN(C(=O)c4ccccc4)CC3)nc(-c3ccco3)c2CS1	-0.6	i	i
COc1cc(=O)[nH]c(SC(C)C(=O)Nc2cccc3ccccc23)n1 (stereo not given)	-0.1	i	i
O=S(=O)(Nc1ccccc1)c1ccc(-c2cnc(C3CC3)o2)cc1	-1.9	i	i
CC1=CCC(C(=O)O)(C(=O)N/N=C/c2cccs2)C(c2ccc(Cl)cc2)C1 (stereo not given)	0.3	i	i
CCOC(=O)CN1C(=O)N[C@@H](c2cccc(C(F)(F)F)c2)C(C(C)=O)=C1C	0.9	i	i
O=C(Nc1nc(-c2ccccn2)cs1)C12CC3CC(CC(O)(C3)C1)C2	-1.8	i	i
O=C(/C=C/c1cccc(F)c1)NNC(=O)c1ccncc1	0.1	i	i
Cc1nc(SCC(=O)Nc2cc(C)on2)c2c(C)c(C)sc2n1	-2.3	i	i
COc1cc2c(cc1OC)CN(CCOc1ccc(Br)cc1)CC2	-2.0	i	i
Cc1ccccc1OCC(=O)NCC(c1ccco1)N1CCCCC1 (stereo not given)	-0.7	i	i
FC(F)(F)c1cccc(NC(=S)Nc2cccc(Cl)c2)c1	-0.4	i	-9.9*
O=C(Nc1ccc(S(=O)(=O)NC2=NCCCCC2)cc1)c1ccc(=O)[nH]c1	-0.3	i	i
CC1CCCC(NC(=O)c2nn(C)c3c2CS(=O)(=O)c2ccccc2-3)C1C (stereo not given)	-0.2	i	i
COc1ccc(Cl)cc1S(=O)(=O)n1c([N+](=O)[O-])cnc1C	-2.4	i	i
Cc1ccc(C(=O)c2ccc([N+](=O)[O-])cc2)cc1C	-2.1	i	i
CCOc1ccc(NC(=O)CSc2ncn[nH]2)c([N+](=O)[O-])c1	1.0	i	i
CCOc1ccc(S(=O)(=O)NCCC(=O)NC(C)CCc2ccccc2)cc1 (stereo not given)	0.9	i	i
O=C(C1CCCCN1S(=O)(=O)c1ccccc1[N+](=O)[O-])N1CCCCC1 (stereo not given)	-1.1	i	i
NC(=O)c1ccc(Nc2ccc([N+](=O)[O-])cc2[N+](=O)[O-])cc1	-1.3	i	i
Cc1cccc(S(=O)(=O)Nc2ccc(C)c3c2OC(C)(C)C3)c1	-3.4	i	i
O=C(NCC1CCCO1)C(C(=O)c1ccc(F)cc1)n1ccccc1=O (stereo not given)	0.4	i	i
Cc1cc(-c2ccccc2)[nH]c(=O)c1C#N	1.3	i	i
O=C(CCn1nnc2ccccc21)Nc1nnc(Cc2ccc(F)cc2)s1	-0.5	i	i
CC1CC(C)CN(CCCNC(=O)CCNC(=O)Cn2ccc3ccccc3c2=O)C1 (stereo not given)	-2.2	i	i
COCCCNC(=O)c1ccc2c(=O)n(C3CCCC3)c(=S)[nH]c2c1	-0.3	i	i
CCOc1ccc2c(c1)OC(c1ccc(OC)cc1)(C(F)(F)F)NC2=O (stereo not given)	0.1	i	i
O=C(CN1C2CCCC1CC(NC(=O)c1ccccc1)C2)NC1CC1 (stereo not given)	0.4	i	i
COC(=O)CNC(=O)CSc1ccccn1	0.3	i	i
Cc1noc(C)c1COc1cccc(C(=O)OCC(=O)N2CC(=O)Nc3ccccc32)c1	0.2	i	i
C[C@H](NC(=O)[C@H](Cc1ccccc1)NC(=O)c1cc2cc(Cl)ccc2n1C)C(=O)O	-0.9	i	i
CSCCC(NC(=O)c1ccccc1Br)C(=O)NCc1ccc(F)cc1 (stereo not given)	7.4	i	i
Cc1cn(CCC(=O)Nc2ccc(N3CCOCC3)cc2)c2ccccc12	0.0	i	i
COn1c(=O)c(=O)n(O)c2ccccc21	0.1	i	i
COC(=O)C1CN(C(=O)C(C)Oc2ccccc2F)c2ccccc2O1 (stereo not given)	0.7	i	i
O=C(CCC1COc2ccccc2O1)NCc1ccco1 (stereo not given)	-1.6	i	i
Oc1ccc(/C=N/N(c2ccccc2)c2ccccc2)c(O)c1O	-2.4	i	i

# (further entries)
smiles	STK33 inh	CHT allo act	CHT inh
Cc1cc(C)cc(C(=O)Nc2cc3c4c(c2)CC(=O)N4CCC3)c1	0.8	i	i
COc1ccc2[nH]cc(C(O)CN3CCN(c4ccccc4F)CC3)c2c1 (stereo not given)	-1.0	i	i
Cc1ccc(S(=O)(=O)N2CCN(C(=S)NCC3CCCO3)CC2)cc1 (stereo not given)	0.0	i	i
Cc1ccc(/C=C/C(=O)c2ccccc2)cc1	-0.4	i	i
COc1ccc(S(=O)(=O)N2CCCC(C(=O)NCCC3=CCCCC3)C2)cc1 (stereo not given)	-0.2	i	i
CCCOC(=O)c1ccc(OCC(O)CN2C(=O)NC(C)(C)C2=O)cc1 (stereo not given)	-2.1	i	i
COc1ccc(S(=O)(=O)N2CC3C4C=CC(C4)C3C2)cc1 (stereo not given)	-2.0	i	i
Cc1c(NC(=O)C(C)OC(=O)c2sc3ccccc3c2Cl)c(=O)n(-c2ccccc2)n1C (stereo not given)	1.3	i	i
O=C(NCc1ccccc1Cl)C1CCN(S(=O)(=O)c2ccc(F)cc2)CC1	0.0	i	i
CCC1(C)Cc2nc3[nH]c(=S)n(-c4ccc(C)cc4)c(=O)c3cc2CO1 (stereo not given)	-2.4	i	i
CC(C)n1c(NCCO)nc2ccccc21	0.7	i	i
Cc1ccc(CNC(=O)CCCc2ccccc2)cc1	-0.4	i	i
O=S(=O)(NCC(c1cccnc1)N1CCOCC1)c1cccs1 (stereo not given)	-1.4	i	i
O=C(c1cccc(NC2=NC3CS(=O)(=O)CC3S2)c1)N1CCN(c2ccc(F)cc2)CC1 (stereo not given)	0.6	i	i
O=C(NCc1ccco1)c1cc(-c2cccs2)nc2ccccc12	0.4	i	i
CCC(=O)Nc1cc(C(C)(C)C)ccc1C(C)=O	-0.9	i	i
Cc1nc(=S)c2c([nH]1)-c1ccccc1CC21CCCCC1	-1.1	i	i
O=C(O)CCn1c(-c2ccccc2)cc2c1CCCC2=O	1.6	i	i
Cc1ccc(-c2nc(CS(=O)CC(=O)NCCN3CCCCC3C)c(C)o2)cc1 (stereo not given)	-0.6	i	i

# Laid out differently: entries from further up
# The line under a structure holds: STK33 inh, CHT allo act, CHT inh
- CCn1c(SCC(=O)NC2CC2)nnc1-c1ccccn1
 : -0.2, i, i
- COc1cc2cc(CN(Cc3cccnc3)C(=O)Nc3ccccc3F)c(=O)[nH]c2cc1OC
 : -2.7, i, i
